RGS4 inhibitor: Inhibitors of Regulator of G Protein Signaling (RGS) 4: qHTS; Transcreener GDP fluorescence polarization, RGS4-accelerated GTP hydrolysis; 390,000 compounds, 0.039% hits; Potency, µM (series often up to 114 µM), without a hit: at the highest dose activity change, negative = inhibition, usual class: inhibitors; note: potency is the fitted concentration of half-maximal effect; % is set by controls: 0 for no effect and ±100 for the full control effect; nearly all actives have a fitted effect of over 75% in size; some results filed as inactive show a strong effect at the top dose
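MLSMR compounds (23 nl, pin-transferred) preincubated 10 min at room temperature with a 500nM (2x) first reagent, then RGS4 at 900nM (2x) plus Transcreener GDP mix added; fluorescence polarization (620/688 nm) read before and after 90 min at 30 °C.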
rTrxR1 inhibitor: qHTS Assay for Inhibitors of Mammalian Selenoprotein Thioredoxin Reductase 1 (TrxR1): qHTS; 390,000 compounds, 1% hits; recombinant rTrxR1, NADPH fluorescence consumption, selenite substrate; AID 588453, 2011; Potency, µM (series often up to 114 µM), without a hit: at the top dose activity change, negative = inhibition, most hits filed as inhibitors; note: potency is the fitted concentration of half-maximal effect; % is set by controls: 0 for no effect and ±100 for the full control effect; nearly all actives have a fitted effect of over 65% in size
Target sequence (O89049 whole entry, looked up): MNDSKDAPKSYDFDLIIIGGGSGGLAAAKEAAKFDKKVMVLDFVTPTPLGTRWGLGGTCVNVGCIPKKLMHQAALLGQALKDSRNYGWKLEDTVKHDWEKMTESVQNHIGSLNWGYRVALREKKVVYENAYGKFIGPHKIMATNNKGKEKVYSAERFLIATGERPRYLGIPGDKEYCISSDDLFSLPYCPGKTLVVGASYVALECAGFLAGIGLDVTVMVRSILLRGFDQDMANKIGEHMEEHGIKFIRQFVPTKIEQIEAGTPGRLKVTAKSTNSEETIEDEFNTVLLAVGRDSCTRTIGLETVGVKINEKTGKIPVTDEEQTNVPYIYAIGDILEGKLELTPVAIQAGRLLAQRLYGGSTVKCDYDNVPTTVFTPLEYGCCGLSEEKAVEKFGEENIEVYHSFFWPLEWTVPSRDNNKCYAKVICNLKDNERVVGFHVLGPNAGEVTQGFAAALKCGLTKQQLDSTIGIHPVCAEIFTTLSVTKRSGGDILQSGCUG
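Rat TrxR1 (90 nM in the dispensed reagent) was pre-reduced with 400 uM NADPH for 5 min at room temperature, then incubated with compound for 15 min. After 400 uM selenite was added, NADPH fluorescence (Ex 340/Em 450 nm) was followed for 8 min.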
IDH1 R132H inh: qHTS for Inhibitors of mutant isocitrate dehydrogenase 1 (IDH1): qHTS | Potency, µM (top dose mostly 76.6 µM), without a hit: top-dose activity change, negative = inhibition, hits mostly inhibitors | 390,000 compounds, 0.093% hits | IDH1-R132H enzyme, NADPH consumption, diaphorase/resazurin fluorescence; note: potency is the fitted concentration of half-maximal effect; % is set by controls: 0 for no effect and ±100 for the full control effect; nearly all actives have a fitted effect of over 65% in size
Target sequence (O75874 whole entry R132H, stated change not applied): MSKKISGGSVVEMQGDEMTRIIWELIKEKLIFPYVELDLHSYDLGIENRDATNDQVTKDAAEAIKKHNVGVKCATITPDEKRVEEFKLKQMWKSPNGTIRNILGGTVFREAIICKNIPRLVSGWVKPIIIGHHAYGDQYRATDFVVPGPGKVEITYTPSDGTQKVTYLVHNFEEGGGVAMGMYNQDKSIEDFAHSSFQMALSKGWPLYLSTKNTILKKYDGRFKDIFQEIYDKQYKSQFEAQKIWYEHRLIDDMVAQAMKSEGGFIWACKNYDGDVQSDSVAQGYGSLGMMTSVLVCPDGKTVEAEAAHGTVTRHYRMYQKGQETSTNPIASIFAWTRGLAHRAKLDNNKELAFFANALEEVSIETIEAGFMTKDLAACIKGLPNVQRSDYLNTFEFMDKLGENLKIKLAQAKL
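IDH1-R132H (0.5 ug/mL) preincubated 30 min with compound, then NADPH (0.016 mM) and alpha-KG (2 mM) added; 80 min at RT, pH 7.5. Remaining NADPH coupled via diaphorase/resazurin to fluorescence (540/590 nm); concentration-response curves normalized to no-enzyme control.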
Vif-A3G inh: qHTS for Inhibitors of Vif-A3G Interactions: qHTS; 410,000 compounds, 0.076% hits; Potency, µM (highest dose often 46.1 µM), without a hit: at the highest dose activity, negative = active, most hits filed as inhibitors; HeLa A3G-eYFP + Vif (tagged APOBEC3G with the HIV-1 protein that degrades it), YFP fluorescence, overnight;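 note: potency is the fitted concentration of half-maximal effect; % is set by controls: 0 for no effect and ±100 for the full control effect; nearly all actives have a fitted effect of over 60% in size; hits raise eYFP signal because A3G escapes Vif-driven loss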
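Read-out is eYFP fluorescence (Ex 488/Em 500-530) from Vif-expressing HeLa A3G-eYFP cells; more signal means A3G escaped Vif-mediated degradation. Cells plated overnight, compound pinned in, incubated overnight at 37 deg C.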
LDHA block: qHTS assay for inhibitors of human lactate dehydrogenase | AID 1347041, 2019 | L-lactate dehydrogenase A chain (Homo sapiens), P00338 | purified LDHA, NADH/diaphorase-resazurin fluorescence; stronger effect = lower value | 480,000 compounds, 0.15% hits | activity change, % (values are at about 110 or 230 µM); in the data active = activity change below about -30%; inconclusive = mostly about -25% to -30%;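 note: plate controls were DMSO wells for no effect and wells without enzyme for full effect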
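Enzyme activity of human lactate dehydrogenase 5 (2 nM; 0.06 mM NADH, 0.2 mM pyruvate, 5 min, RT) is measured via a resazurin/diaphorase fluorescence readout of residual NADH.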
GRP78 ERSR act: qHTS for Inducers of the Endoplasmic Reticulum Stress Response (ERSR) in Human Glioma: qHTS; U87-MG GRP78 promoter luciferase reporter, 16 h; Potency, µM, without a hit: top-dose activation, hits mostly activators; 420,000 compounds, 0.02% hits; AID 602332, 2012; note: potency is the fitted concentration of half-maximal effect; series mostly up to about 76 µM; % of control where 0% means no effect; nearly all actives have a fitted effect of over 35% in size
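Stably transfected U87-MG glioma cells carrying a GRP78-based luciferase sensor; 16 h compound incubation. Luminescence end-point read 10 min after Bright-Glo addition at room temperature.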
USP1-UAF1 inh: Inhibitors of USP1/UAF1: Primary Screen; recombinant USP1/UAF1, Ub-Rhodamine cleavage fluorescence; Potency, µM (top dose mostly 57.1 µM), inactives show top-dose activity change, negative = inhibition, most hits filed as inhibitors; 390,000 compounds, 0.23% hits; note: potency is the fitted concentration of half-maximal effect; % is set by controls: 0 for no effect and ±100 for the full control effect; nearly all actives have a fitted effect of over 60% in size; inactives centre near -12
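USP1/UAF1 complex (1 nM) preincubated 15 min at room temperature with compound, then Ub-Rho substrate (150 nM final) added. Kinetic fluorescence at 480/540 nm over 6 reads at 60 s intervals; 50 mM HEPES pH 7.8, 0.5 mM EDTA, 0.1 mg/ml BSA, 1 mM TCEP, 0.01% Tween-20.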
TrxR1 substrate: qHTS Assay for Substrates of Mammalian Selenoprotein Thioredoxin Reductase 1 (TrxR1): qHTS. Potency, µM (top dose mostly 114 µM), inactives show at the highest dose activity change, negative = substrate turnover. Thioredoxin reductase 1, cytoplasmic (Rattus norvegicus), O89049. purified TrxR1 substrate turnover, NADPH consumption readout. 390,000 compounds, 0.01% hits; note: potency is the fitted concentration of half-maximal effect; % is set by controls: 0 for no effect and ±100 for the full control effect; nearly all actives have a fitted effect of over 50% in size
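Rat TrxR1, dispensed at 90 nM, was prereduced with 400 uM NADPH (final) for 5 min at ~22 deg C, then incubated with compound 15 min before 400 uM selenite. A first-read NADPH fluorescence drop versus no-compound background flagged substrates.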
Vif-A3F inh: qHTS for Inhibitors of Vif-A3F Interactions: qHTS. AID 602313, 2012. Potency, µM (top dose mostly 46.1 µM), without a hit: at the highest dose activity, negative = active. HeLa A3F-eYFP + Vif (tagged APOBEC3F with the HIV-1 protein that degrades it), YFP fluorescence increase. 390,000 compounds, 0.2% hits; note: potency is the fitted concentration of half-maximal effect; % of control where 0% means no effect; nearly all actives have a fitted effect of over 65% in size
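Fluorescence increase (Ex 488/Em 500-530) after overnight compound treatment at 37 deg C flags inhibition of Vif-driven A3F-eYFP loss in stable HeLa A3F-eYFP/Vif cells seeded overnight beforehand.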
* hit, by the source's call; ? = inconclusive; · = not tested or not shown; & = joins results of further samples; [ ] = another dose, or the depositor's remark. Unless noted, calls come from the whole dose curve; as a rule, active = well fitted curve in the direction sought with a large enough effect; inconclusive = small, poorly fitted or top-dose-only effect, or another doubt; inactive = no such curve, though single readings can be large; an effect the other way counts as inactive or inconclusive. This is a subset (hit frequency here may not be typical).

structure,RGS4 inhibitor,rTrxR1 inhibitor,IDH1 R132H inh,Vif-A3G inh,LDHA block,GRP78 ERSR act,USP1-UAF1 inh,TrxR1 substrate,Vif-A3F inh
Cc1cc(O)c(C(c2cccc(Cl)c2)N2CCN(c3ccccc3)CC2)c(=O)n1Cc1ccco1 (stereo not given),-5%,?,5%,1%,-1,-1%,-14%,-2%[57.1 µM],2%
COc1cc(C2Nc3ccccc3C(=O)N2NS(C)(=O)=O)c([N+](=O)[O-])cc1OC (stereo not given),?,3%[57.1 µM],5%,5%,14,-6%,-15%,6%[57.1 µM],-17%
CCOc1ccc(NC(=O)N(C2CCCCC2)C(C)c2cccnc2)cc1 (stereo not given),1%,27%,1%,5%,-3,-3%,2%,-2%,2%
Cc1ccc(NC(=O)c2cncc(Br)c2)c([N+](=O)[O-])c1,20%,-13%,1%,-1%,0,6%,1%,-6%,-24%
CCn1c(SCC(=O)Nc2cc(C)on2)nnc1-c1cccs1,-32%,-4%,6%,4%,-7,-4%,-4%,-7%,-6%
CCOc1ccc(NS(=O)(=O)c2ccc(NC(=O)C3CCCO3)cc2)cc1 (stereo not given),-14%,5%,6%,0%,-6,-2%,-19%,-1%,-4%
C=CCOC(=O)C1=C[C@H](c2ccc(C(F)(F)F)cc2)[C@@H](CCCO)[C@H](OCC)O1,9%,-10%,4%,-4%,-1,0%,-25%,-14%,-6%
Cc1ccccc1NC(=O)Cc1nc(COC(=O)c2nc(Cl)ccc2Cl)cs1,-8%,19%,11%,1%,-2,-2%,-21%,1%,7%
CCn1c(C)c(C)c2cc(C(=O)NCCc3ccco3)ccc21,-36%,-18%,-4%,-4%,5,-1%,-4%,-4%,-5%
CC(C)n1c(N2CCN(C(=O)Nc3ccccc3)CC2)nc2ccccc21,1%,-6%,-6%,2%,-7,-9%,-8%,-2%,4%
O=C(CN1CCOCC1)OCCCc1ccccc1,-34%,-5%,1%,2%,-3,-1%,-1%,-2%,·
O=S(=O)(NCC(c1ccc2c(c1)OCO2)N1CCOCC1)c1ccc(F)cc1 (stereo not given),-6%,6%[57.1 µM],-12%,0%,2,-1%,-10%,0%[57.1 µM],3%
COC(=O)c1cc(S(=O)(=O)N2CCN(c3cccc(OC)c3)CC2)cn1C,-2%,12%,0%,-2%,0,-2%,-6%,4%,-3%
Cn1ccnc1SCC(=O)Nc1cccc(Br)c1,3%,5%,-8%,-4%,-4,1%,-25%,7%,3%
CN1C(=O)N(C)C(c2cccc([N+](=O)[O-])c2)C2=C1CCCC2=O (stereo not given),-6%,9%,0%,0%,0,-2%,-9%,3%,0%
COc1ccc(CSc2nnnn2-c2ccc(O)cc2)cc1F,-8%,14%,-2%,-1%,1,0%,-16%,2%,2%
O=C1NC(c2ccccc2)=C(c2ccccc2)C1=O,9%,-15%,8%,-1%,-3,0%,-15%,-6%,0%
Cc1c(/C=N/NC(=O)c2cccnc2)cc(C#N)n1C,-17%,16%[57.1 µM],1%,2%,-7,4%,-16%,1%[57.1 µM],-5%
COc1ccc(N2CCC(CNC(=S)Nc3cc(C)ccc3C)C2)cc1 (stereo not given),-26%,17%,0%,1%,4,-2%,-25%,7%,-9%
CC(C)c1ccccc1NC(=O)CNCCc1ccc(C(F)(F)F)cc1,31%,23%,8%,-11%,-6,-2%,-8%,-8%,3%
C=C(C)C(=O)Nc1cccc(C2=NOC3(C2)C[C@@H](C(N)=O)N(C(=O)CCCCC)C3)c1 (stereo not given in full),4%,29%,2%,0%,5,-4%,2%,11%,-1%
O=[N+]([O-])c1ccc(-c2cnc[nH]2)cc1,-17%,3%[57.1 µM],8%,3%,-5,1%,-1%,8%[57.1 µM],-7%
CC(C)[C@H](NC(=O)c1cccc(CN(Cc2ccccc2)C(=O)/C=C/c2ccccc2)c1)C(=O)O,-17%,-3%,3%,-6%,-12,3%,-10%,-2%,-9%
CCOc1ccc(-c2ccc(/C=C3/C(=N)N4C=CSC4=NC3=O)o2)c([N+](=O)[O-])c1,-3%,-23%,1%,-10%,-3,0%,-13%,-15%,-16%
C/C(=N/OC(=O)c1ccccc1)c1oc(C)nc1C,2%,-1%[57.1 µM],8%,0%,1,-2%,4%,-8%[57.1 µM],-4%
CCCC(=O)Nc1c(C(=O)OCC)[nH]c2ccccc12,8%,10%,8%,0%,-3&4,-5%,-18%,7%,-6%
O=C(COC(=O)/C=C/c1ccc(C(F)(F)F)cc1)NC1CCS(=O)(=O)C1 (stereo not given),-35%,-3%[57.1 µM],5%,0%,0,-2%,-15%,-1%[57.1 µM],?
CCOC(=O)C1=C(CSc2nc3c(cc2C#N)CN(C)CC3)OC(N)=C(C#N)C1c1ccc(Cl)cc1 (stereo not given),?,-28%[57.1 µM],5%,-4%,10,-5%,-7%,9%[57.1 µM],-20%
CC(=O)N1CCc2c(sc3c2c(=O)n(-c2cc(Cl)ccc2C)c(=O)n3Cc2ccccc2F)C1,-14%,12%,-17%,-4%,-3,-1%,-14%,6%,2%
Cc1nn(Cc2ccc(Cl)cc2)c(C)c1NC(=O)CCCn1nc([N+](=O)[O-])c(Cl)c1C,24%,-10%,4%,3%,1,-8%,0%,-13%,-32%

Quoted from the listing:
Reading of Cc1nn(Cc2ccc(Cl)cc2)c(C)c1NC(=O)CCCn1nc([N+](=O)[O-])c(Cl)c1C under GRP78 ERSR act: -8%
Reading of C/C(=N/OC(=O)c1ccccc1)c1oc(C)nc1C under Vif-A3F inh: -4%

The main list resumes; the 2 compounds before the break are reprinted first.
structure,RGS4 inhibitor,rTrxR1 inhibitor,IDH1 R132H inh,Vif-A3G inh,LDHA block,GRP78 ERSR act,USP1-UAF1 inh,TrxR1 substrate,Vif-A3F inh
CC(=O)N1CCc2c(sc3c2c(=O)n(-c2cc(Cl)ccc2C)c(=O)n3Cc2ccccc2F)C1,-14%,12%,-17%,-4%,-3,-1%,-14%,6%,2%
Cc1nn(Cc2ccc(Cl)cc2)c(C)c1NC(=O)CCCn1nc([N+](=O)[O-])c(Cl)c1C,24%,-10%,4%,3%,1,-8%,0%,-13%,-32%
Cc1ccc(C2C(=O)N(C3CCC(C)CC3)CC(=O)N2C2CCCC2)cc1 (stereo not given),23%&-9%,5%[57.1 µM],-3%&-2%,-8%&0%,1&-4,-3%&-2%,-5%&-13%,1%[57.1 µM],-5%&0%
O=C1C2C3C=CC(C3)C2C(=O)N1CCN1CCN(Cc2ccc([N+](=O)[O-])cc2)CC1 (stereo not given),?,2%,-3%,1%,1,-1%,-13%,-4%,?
CC(=O)c1c(Nc2ccccc2)sc(C(=O)c2ccccc2)c1C,9%,-7%,-1%,-12%,-4,2%,-16%,-8%,-9%
O=C(O)/C=C/C(=O)NCc1ccccn1,2%,11%[57.1 µM],-1%,-2%,-2,-2%,-24%,3%[57.1 µM],12%
CN1CCN(c2nnc(-c3cccs3)c3ccccc23)CC1,-7%,1%[57.1 µM],1%,0%,-2,-5%,-20%,-3%,2%
COc1cc(/C=C/C(=O)O)cc(S(=O)(=O)NC2CC2)c1OC,?,3%,2%,-1%,-1,-6%,-18%,0%,1%
COC(=O)c1c(SC)nc2ccccc2c1OCc1ccccc1C,2%,19%[57.1 µM],-9%,-1%,-3,-2%,-22%,0%[57.1 µM],0%
CCN1CCN(C(=O)/C(=C/c2cccs2)NC(=O)c2ccc(C)c(C)c2)CC1,37%,-2%,0%,1%,-3,-3%,-8%,-7%,-3%
CCn1cc2nc(SCc3cccc(C(F)(F)F)c3)n(CCc3ccccc3)c(=O)c2n1,-39%,19%[57.1 µM],0%,1%,4,-3%,-27%,0%[57.1 µM],2%
COc1ccc(S(=O)(=O)c2cn(Cc3ccccc3)c3ccc(OC)cc3c2=O)cc1,11%,14%,25%,2%,-4,-3%,1%,12%,3%
CCOC(=O)c1c(NC(=O)CSc2nc3ccccc3c(=O)n2-c2ccccc2)sc(C(C)=O)c1C,30%,13%,-11%,-2%,-6,-4%,-4%,-4%,2%
CCOC(=O)c1ccc(CNC(=O)CSc2nnnn2-c2ccc(Cl)cc2)o1,-12%,-8%,3%,2%,-2,-4%,-21%,-3%,0%

Screens deposited in PubChem by National Center for Advancing Translational Sciences (NCATS).
